Compound activity: PubChem BioAssay, several laboratories
Yeast life ext = yeast lifespan extension | S. cerevisiae growth with nicotinamide, OD615; deaD strain in restrictive glucose medium | inhibition of the nicotinamide effect, % at 10 µM | 130,000 compounds, 0.68% hits | AID 775;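 active = inhibition above a set limit, placed 3 SD over the median of all compounds, cut at about 26% in these data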;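 also: 0% = nicotinamide-treated wells and 100% = cells grown without nicotinamide; some compounds called inactive have numbers as strong as hits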
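Assay system: DeaD-strain S. cerevisiae. Medium: CSMM-D glucose medium, restrictive. Reagent: nicotinamide, 1.5 mM, co-present with compound. Compound: 10 µM single point, 0.25% DMSO. Schedule: culture preincubation 4 h, compound exposure 48 h, both 30 °C. Detection: absorbance at 615 nm.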
Measles CPE = protection of cells from measles virus. Measles virus-infected cells, CPE protection, absorbance. protection (pct of control), % at 4 µM. 140,000 compounds, 1.5% hits; in the data active = protection mostly above about 24%, no sharp cut-off; inactive = mostly below about 26%; also: some compounds called inactive have numbers as strong as hits
MRP-1 activ = MRP-1 activation; 140,000 compounds, 0.61% hits; AID 799; H69AR cells + doxorubicin, viability rescue, CellTiter-Glo; viability increase, % at 10 µM;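 active = viability gain under doxorubicin at or above a set limit, the compound median plus 3 SD, cut at about 4.7% in these data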;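 also: MRP-1 overexpressing cells given doxorubicin 25 µM after compound pretreatment; 18-22 h compound pretreatment then 72 h with doxorubicin before readout; 0% = doxorubicin-only wells and 100% = vehicle-treated cells without doxorubicin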
E-sel TNF inh = TNF alpha driven E-selectin expression inhibition; HUVEC TNFa-induced E-selectin immunofluorescence, high content; inhibition, % at 2 µM; 120,000 compounds, 0.71% hits; AID 1246;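 active = inhibition above the batch mean plus 3 SD, and confirmed as a hit on visual image review, cut at about 43% in these data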;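 also: 0% = TNF-stimulated DMSO wells and 100% = unstimulated control wells; not every result past the cut was called active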
GALR2 blocker = blocks the human galanin receptor 2. 140,000 compounds, 0.39% hits. GALR2-expressing cells, antagonist mode. O43603. inhibition, % at 4 µM; in the data active = inhibition above about 27%;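 also: cells stimulated with galanin 1-16 at roughly its EC80; 0% = agonist challenge control and 100% = basal control without agonist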
Target sequence (O43603 whole entry, looked up): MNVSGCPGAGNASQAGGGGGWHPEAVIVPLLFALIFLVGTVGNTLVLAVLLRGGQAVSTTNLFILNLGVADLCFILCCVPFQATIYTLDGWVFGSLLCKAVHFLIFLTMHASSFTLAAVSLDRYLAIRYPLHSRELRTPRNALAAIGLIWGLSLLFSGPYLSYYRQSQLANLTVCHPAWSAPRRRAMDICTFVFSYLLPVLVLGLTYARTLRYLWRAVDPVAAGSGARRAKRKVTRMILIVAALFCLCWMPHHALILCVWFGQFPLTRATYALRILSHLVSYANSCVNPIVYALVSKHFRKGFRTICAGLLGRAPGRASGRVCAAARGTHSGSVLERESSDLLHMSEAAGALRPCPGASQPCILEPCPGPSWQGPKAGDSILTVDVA
HCT116 PTEN-null = growth suppressors of cells with PTEN tumor suppressor deletion | HCT116 PTEN-null viability, CellTiter-Glo, 60 h; hits give low values | viability, % at 10 µM | 140,000 compounds, 1.2% hits | AID 827;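 active = viability at or below a set limit, 4 SD under the median of all tested compounds, cut at about 3.7% in these data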;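 also: PTEN knockout HCT116 line with beta catenin targeted HCT116 as companion control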
bCat KO growth = beta-catenin-lacking colon tumor cell growth suppression; HCT116 beta-catenin knockout viability, CellTiter-Glo, 60 h; hits give low values; viability, % at 10 µM; 140,000 compounds, 1.5% hits; AID 818;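 active = viability at or under a set limit, the compound median less 4 SD, cut at about 6% in these data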;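 also: 0% = Hyamine 1622 control at 20 µM and 100% = untreated cell control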
NPY-Y2 antag = NPY-Y2 (human) receptor antagonism. NPY-Y2 expressing cells, antagonist mode. 140,000 compounds, 0.99% hits. inhibition, % at 2.7 µM. P49146. AID 793; in the data active = inhibition above about 17%;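 also: 0% = vehicle with agonist challenge and 100% = reference antagonist with challenge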
Target sequence (P49146 whole entry, looked up): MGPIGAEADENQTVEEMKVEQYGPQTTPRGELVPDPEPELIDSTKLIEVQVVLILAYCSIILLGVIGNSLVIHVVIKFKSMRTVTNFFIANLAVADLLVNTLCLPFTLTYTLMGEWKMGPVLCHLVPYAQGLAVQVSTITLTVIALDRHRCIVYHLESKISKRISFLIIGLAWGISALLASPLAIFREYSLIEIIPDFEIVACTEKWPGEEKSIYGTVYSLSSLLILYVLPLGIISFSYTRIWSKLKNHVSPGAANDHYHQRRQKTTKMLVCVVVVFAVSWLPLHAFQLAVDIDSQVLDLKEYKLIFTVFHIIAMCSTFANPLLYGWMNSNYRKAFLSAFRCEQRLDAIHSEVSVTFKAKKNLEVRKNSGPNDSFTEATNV
Phagocytosis inh = macrophage phagocytosis inhibition. J774A.1 macrophage IgG-bead phagocytosis, imaging. inhibition, % at 5 µM. 110,000 compounds, 0.07% hits;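 active = inhibition above the mean of the plate negative controls plus 5 SD, cut at about 13% in these data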;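 also: phagocytic index as fraction of beads internalized from green versus red external bead signal; plate controls were DMSO negative control for no effect and cytochalasin-D positive control for full effect; some results beyond the cut were filed as inactive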
Yeast growth inh = yeast BB579 growth reduction in restrictive medium. 140,000 compounds, 0.51% hits. inhibition, % at 10 µM. S. cerevisiae BB579 growth, OD615, 48 h;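 active = inhibition above a set limit, 3 SD over the mean compound inhibition, cut at about 44% in these data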; also: inactives centre near -24
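System: Saccharomyces cerevisiae DeaD strain BB579, replicative lifespan model yeast | Buffer or medium: Restrictive glucose-based CSMM-D medium | Times: 4 h preincubation and 48 h exposure at 30 °C | Detection: OD615 turbidity measurement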
* hit, by the source's call; / = no result given.

structure	HCT116 PTEN-null	MRP-1 activ	Phagocytosis inh	bCat KO growth	Yeast life ext	Measles CPE	NPY-Y2 antag	Yeast growth inh	E-sel TNF inh	GALR2 blocker
COc1ccc(N2CCN(C(=O)C(C)(C)Oc3ccc(Cl)cc3)CC2)cc1	79	-3.8	1	75	0	10	-3	-21	/	-8
O=C(N/N=C/C=C/c1ccco1)c1cccnc1	85	-1.4	0	89	-7	20	3	-21	6	-1
O=C(Cc1ccccc1)Nc1ccccc1C(=O)Nc1ccccc1	76	-0.9	-2	73	-1	4	6	-54	/	11
COC(=O)C1=C(C)OC(N)=C(C#N)C1C1CCCCC1 (stereo not given)	106	-0.4	/	116	-17	9	2	-27	-14	5
COc1ccc(NC(=O)C2CCCN2C(=O)NC2CCCCC2)cc1OC (stereo not given)	96	0.4	-1	93	-7	3	0	-30	-10	6
Cn1c(COc2ccc(Cl)cc2)nc2ccccc2c1=O	77	-2.0	-2	75	-18	/	4	-64	-14	0
CCc1c(C)[nH]n(-c2nc(-c3cccc([N+](=O)[O-])c3)cs2)c1=O	90	4.4	0	94	0	6	6	-48	-22	-6
O=[N+]([O-])c1ccc(-c2cn(-c3ccccc3)c(=S)[nH]2)cc1	89	-0.4	-5	91	5	29	-2	-48	/	-1
COc1ccc(C2CC(C(F)(F)F)n3nc(C(=O)Nc4ccc5c(c4)OCO5)cc3N2)cc1 (stereo not given)	85	-1.5	0	77	-17	2	-2	-54	-15	-2
Cc1sc(NC(=O)c2ccco2)c(CN2CCN(c3ccccc3)CC2)c1C	77	-0.7	0	69	-3	20	6	-28	-12	4
CCOC(=O)c1c(C)nc2ncccn12	112	-0.4	-1	103	0	33	-2	-15	-16	-8
Cc1ccc(NC(=O)c2nnn(CC(=O)Nc3ccccc3)c2N)cc1C	77	-1.5	-1	62	-5	15	-3	-53	/	4
Nc1nc(CSc2nc3ccccc3[nH]2)cs1	108	-2.1	1	93	-6	12	4	1	/	7
O=C1C2C3C=CC(C3=C3CCCCC3)C2C(=O)N1c1ccccc1 (stereo not given)	91	-0.6	-2	87	-3	14	1	-8	-11	12
CCn1cc(Cl)c(C(=O)N2N=C3/C(=C/c4cccs4)CCCC3C2c2cccs2)n1 (stereo not given)	51	-6.3	/	54	/	1	3	-53	-13	-7
CC(C)c1nnc(NC(=O)CSc2nc3ccccc3s2)s1	103	-0.9	-1	95	-4	16	10	-34	-3	14
CCN(CC)C(=O)c1sc(NC(=O)c2cccc([N+](=O)[O-])c2)c(C#N)c1C	88	-3.0	-10	89	1	7	4	-57	-13	8
Cc1ccc(N(Cc2cc(=O)[nH]c3ccccc23)C(=O)c2ccco2)cc1	79	-1.2	3	90	-3	3	2	-27	4	8
O=C(c1ccccc1)c1nn(-c2ccccc2)c(=O)cc1C(F)(F)F	14	-6.7	/	17	45	3	0	-26	21	1
COn1cnnc1-c1ccccc1	93	-1.9	-3	84	-24	2	2	6	/	2
COc1ccc(-c2nnc(N3CCCCC3)c3ccccc23)cc1	65	-2.1	/	61	-10	20	6	-48	-55	-10
CCCCc1ccc(CC(=O)O)cc1	89	-0.3	0	98	5	34	4	32	12	1
Cc1onc(-c2ccccc2)c1C(=O)NC(C)C	105	0.9	0	98	-4	27	-1	15	/	0
CC(=O)c1c(N2CCN(c3ccc(F)cc3)CC2)nc(=S)n(Cc2ccccc2)c1C	82	0.0	0	87	0	3	-1	-35	0	-1
COc1ccc(-c2cc(N)n(S(=O)(=O)Cc3ccccc3)n2)c(OC)c1	99	-3.1	/	92	-2	17	2	-35	-13	10
COc1ccc(OC)c(S(=O)(=O)N2CCCCC2C(=O)O)c1 (stereo not given)	83	-0.7	0	91	-4	10	1	-45	32	-4
CC(=O)C1=NN(c2ccccc2)C(c2ccc3c(c2)OCO3)N1c1ccc(N2CCOCC2)cc1 (stereo not given)	78	-3.6	-2	78	-6	7	-1	-14	/	2
O=C(NCC(c1ccco1)N1CCCC1)c1ccc(Cl)cc1 (stereo not given)	82	-3.6	0	84	-20	4	2	-12	12	10
c1ccc(COc2ccc(-c3csnn3)cc2)cc1	95	1.2	/	96	-4	34	1	-34	-15	-4
Cc1ccc(N2C(=O)CC(NNc3nc4ccccc4s3)C2=O)cc1 (stereo not given)	99	-2.1	/	99	9	48*	1	-29	0	0
CCc1nc2ccc(F)cc2c(C(=O)NC2CCCCC2C)c1C (stereo not given)	76	-3.0	-1	70	-15	2	29*	-35	/	-8
CN(C)/C=C/C(=O)c1ccc(N2CCN(c3ncc(C(F)(F)F)cc3Cl)CC2)cc1	10	-6.5	-1	2.1*	9	1	1	18	-1	-8
CCC(C)NC(=O)c1ccccc1C(=O)NC(C)CC (stereo not given)	108	-0.1	0	103	-8	10	-2	-33	22	-16
CCOc1ccc(S(=O)(=O)Nc2ccc(F)cc2)c(C)c1C	64	-4.5	0	69	6	10	3	-38	/	7
CC(C(=O)Nc1ccccc1-c1ccccc1)N1CCN(S(=O)(=O)c2ccccc2)CC1 (stereo not given)	86	-2.2	-10	84	0	18	5	-19	/	-3
CCC(C)C(=O)Nc1cc(C(=O)OC)ccc1C(=O)OC (stereo not given)	105	-0.7	-1	104	3	3	0	-28	/	-3
COC(=O)CNC(=O)CN1C(=O)N(c2ccccc2)C(N(O)C(=O)Nc2ccccc2)C1(C)C (stereo not given)	102	-1.2	0	104	-14	6	1	-39	6	8
CCOC(=O)C1=C(c2ccccc2)N=c2s/c(=C\c3cc(OC)c(OC)c(OC)c3)c(=O)n2C1c1cccs1 (stereo not given)	81	-1.4	0	88	-15	2	-2	-12	9	2
COc1ccc(C(=O)N2CCC(=O)N(C(CO)Cc3ccccc3)CC2)cc1 (stereo not given)	98	-0.4	/	92	-1	5	2	-29	/	2
NNC(=O)c1cccc(COc2ccc(Br)cc2)c1	86	1.1	-10	87	-8	20	-1	78*	4	-10
O=C(COc1ccc(Cl)cc1)NNC(=O)C(=O)N1CCCCC1	91	3.3	/	88	1	1	0	-23	26	0
CC1CC(C)CN(C(=O)CSc2nc3ccsc3c(=O)n2Cc2ccccn2)C1 (stereo not given)	82	-1.8	0	87	-3	16	2	-8	5	1
O=c1[nH]n(-c2ccc(Cl)cc2)c(=O)c(Cl)c1Cl	105	-2.6	1	102	-7	5	-1	-56	20	-5
CCOc1ccc(CCNC(=O)C(C)n2nc(C)n3c(cc4occc43)c2=O)cc1OCC (stereo not given)	103	-0.3	2	95	-13	12	2	-37	/	2
COC(=O)c1[nH]c2ccc(F)cc2c1NC(=O)CCN1CCN(Cc2ccc3c(c2)OCO3)CC1	52	-3.1	/	49	-24	7	3	-49	-35	11
CC1(C)CCN(Cc2ccccc2)C1CC#N (stereo not given)	100	0.1	0	107	-11	37	1	18	/	-5
CCCNC(=O)NCCc1c(C)[nH]c2ccccc12	100	-1.4	0	99	-6	15	5	18	36	-12
COc1ccc(-c2nn(-c3ccccc3)cc2/C=N/NC(=O)c2ccc(Br)o2)cc1	6	-1.3	/	5.0*	-21	4	7	-44	-5	-1
Cc1cc(C)n(C2CCCCC2OC(=O)c2ccccc2)n1 (stereo not given)	82	-2.4	-1	78	0	4	13	-13	15	6
O=C1c2ccccc2C(=O)N1CCCCSc1nc2ccccc2o1	99	-1.4	1	99	-2	4	17	-16	6	7
Cc1cc(C)cc(-c2nnc(SCC(=O)N3CCN(C(=O)c4ccco4)CC3)o2)c1	82	-0.9	-2	90	-12	12	10	-14	2	4
O=C(C(Cc1ccccc1)n1cccc1)N1CCN(Cc2ccccc2)CC1 (stereo not given)	70	-0.9	/	92	-1	19	7	35	16	-25
Cn1cc(S(=O)(=O)CC(=O)N2CCCc3ccccc32)c2ccccc21	96	-1.0	0	90	-5	9	2	-49	/	-2
C=CCOc1ccc(C2NC(=O)NC(C)=C2C(=O)OC)cc1 (stereo not given)	72	0.1	3	79	-12	1	3	-15	-96	-16
O=C1/C(=C/c2ccco2)Oc2c1ccc(O)c2CN1CCCCC1	92	-1.3	-4	93	1	6	4	-23	3	3
CCOC(=O)c1[nH]c(C)c(/C(O)=C2\C(=O)C(=O)N(CCCN3CCOCC3)C2c2cccnc2)c1C (stereo not given)	93	-1.7	0	93	-31	8	-1	14	/	2
O=C(NCCSCc1ccco1)Nc1ccc(Cl)cc1	83	-0.7	0	87	-16	14	5	-28	6	3
Cc1cc(C(=O)CN2C(=O)NC3(CCCc4ccccc43)C2=O)c(C)n1Cc1ccccc1 (stereo not given)	87	-0.3	-2	90	-11	2	3	-93	27	0
O=C(CSc1nnnn1-c1ccc2c(c1)OCCO2)Nc1nc2c(s1)CCCC2	89	0.1	0	79	-6	4	5	-31	10	-1
CN1C(=O)C2(N=c3ccccc3=N2)c2ccccc21	42	-2.8	0	32	-35	4	4	57*	/	15

Overlap with the part before: two entries, then new ones.
structure	HCT116 PTEN-null	MRP-1 activ	Phagocytosis inh	bCat KO growth	Yeast life ext	Measles CPE	NPY-Y2 antag	Yeast growth inh	E-sel TNF inh	GALR2 blocker
O=C(CSc1nnnn1-c1ccc2c(c1)OCCO2)Nc1nc2c(s1)CCCC2	89	0.1	0	79	-6	4	5	-31	10	-1
CN1C(=O)C2(N=c3ccccc3=N2)c2ccccc21	42	-2.8	0	32	-35	4	4	57*	/	15
O=C1C(Cl)=C(N2CCOCC2)C(=O)N1c1cccc(Cl)c1	63	-6.4	1	45	-11	7	3	-42	/	10
CCC(C)n1[nH]c(=O)c2c(C)cc(C)nc21 (stereo not given)	93	-1.4	-1	96	-6	3	4	-30	13	5
Cc1c(-n2cc(C(=O)c3cc(Br)ccc3O)cc(C#N)c2=O)c(=O)n(-c2ccccc2)n1C	77	-0.8	-2	77	-19	3	0	-41	/	-5
Nc1nc(-c2ccco2)nn1C(=O)CCc1ccccc1	111	1.2	1	97	-5	2	3	-52	-4	-3
CC(C)C(c1nnnn1C(C)(C)C)N1CCN(c2cccc(Cl)c2)CC1 (stereo not given)	72	-0.9	0	59	-2	17	22*	-30	-10	-7
CCC(C)NC(=O)c1ccccc1NC(=O)c1ccc(CSc2ccccc2)cc1 (stereo not given)	81	2.4	/	87	6	1	12	-61	/	-26
COc1cccc(NC2c3ccccc3C(=O)N2Cc2ccco2)c1 (stereo not given)	86	-4.2	0	85	-8	8	2	-6	/	-2
COC(=O)c1ccccc1NC(=O)C1CCCN(S(=O)(=O)c2ccc(F)cc2)C1 (stereo not given)	77	-1.5	1	68	-10	33	0	-1	21	12
O=C1C(=C2SCCCS2)CC/C1=C\c1ccc(F)cc1	72	-1.1	/	80	2	44*	-2	-44	28	4
COc1ccccc1N1CCN(C2=NS(=O)(=O)c3ccccc32)CC1	100	0.9	1	104	-17	9	1	0	-22	-12
